Cav3 T inh = inhibitors of human Cav3.2 T-type calcium channel; B-score at 10 µM; O95180; Cav3.2-expressing cells, Fluo-4 calcium fluorescence FDSS; stronger effect = lower value; actives 4% (n = 100,000); AID 449739;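 active = single-dose well whose peak fluorescence ratio is a statistical outlier from its plate by either plate-standardised score or position-corrected B-score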
Target sequence (O95180 whole entry, looked up): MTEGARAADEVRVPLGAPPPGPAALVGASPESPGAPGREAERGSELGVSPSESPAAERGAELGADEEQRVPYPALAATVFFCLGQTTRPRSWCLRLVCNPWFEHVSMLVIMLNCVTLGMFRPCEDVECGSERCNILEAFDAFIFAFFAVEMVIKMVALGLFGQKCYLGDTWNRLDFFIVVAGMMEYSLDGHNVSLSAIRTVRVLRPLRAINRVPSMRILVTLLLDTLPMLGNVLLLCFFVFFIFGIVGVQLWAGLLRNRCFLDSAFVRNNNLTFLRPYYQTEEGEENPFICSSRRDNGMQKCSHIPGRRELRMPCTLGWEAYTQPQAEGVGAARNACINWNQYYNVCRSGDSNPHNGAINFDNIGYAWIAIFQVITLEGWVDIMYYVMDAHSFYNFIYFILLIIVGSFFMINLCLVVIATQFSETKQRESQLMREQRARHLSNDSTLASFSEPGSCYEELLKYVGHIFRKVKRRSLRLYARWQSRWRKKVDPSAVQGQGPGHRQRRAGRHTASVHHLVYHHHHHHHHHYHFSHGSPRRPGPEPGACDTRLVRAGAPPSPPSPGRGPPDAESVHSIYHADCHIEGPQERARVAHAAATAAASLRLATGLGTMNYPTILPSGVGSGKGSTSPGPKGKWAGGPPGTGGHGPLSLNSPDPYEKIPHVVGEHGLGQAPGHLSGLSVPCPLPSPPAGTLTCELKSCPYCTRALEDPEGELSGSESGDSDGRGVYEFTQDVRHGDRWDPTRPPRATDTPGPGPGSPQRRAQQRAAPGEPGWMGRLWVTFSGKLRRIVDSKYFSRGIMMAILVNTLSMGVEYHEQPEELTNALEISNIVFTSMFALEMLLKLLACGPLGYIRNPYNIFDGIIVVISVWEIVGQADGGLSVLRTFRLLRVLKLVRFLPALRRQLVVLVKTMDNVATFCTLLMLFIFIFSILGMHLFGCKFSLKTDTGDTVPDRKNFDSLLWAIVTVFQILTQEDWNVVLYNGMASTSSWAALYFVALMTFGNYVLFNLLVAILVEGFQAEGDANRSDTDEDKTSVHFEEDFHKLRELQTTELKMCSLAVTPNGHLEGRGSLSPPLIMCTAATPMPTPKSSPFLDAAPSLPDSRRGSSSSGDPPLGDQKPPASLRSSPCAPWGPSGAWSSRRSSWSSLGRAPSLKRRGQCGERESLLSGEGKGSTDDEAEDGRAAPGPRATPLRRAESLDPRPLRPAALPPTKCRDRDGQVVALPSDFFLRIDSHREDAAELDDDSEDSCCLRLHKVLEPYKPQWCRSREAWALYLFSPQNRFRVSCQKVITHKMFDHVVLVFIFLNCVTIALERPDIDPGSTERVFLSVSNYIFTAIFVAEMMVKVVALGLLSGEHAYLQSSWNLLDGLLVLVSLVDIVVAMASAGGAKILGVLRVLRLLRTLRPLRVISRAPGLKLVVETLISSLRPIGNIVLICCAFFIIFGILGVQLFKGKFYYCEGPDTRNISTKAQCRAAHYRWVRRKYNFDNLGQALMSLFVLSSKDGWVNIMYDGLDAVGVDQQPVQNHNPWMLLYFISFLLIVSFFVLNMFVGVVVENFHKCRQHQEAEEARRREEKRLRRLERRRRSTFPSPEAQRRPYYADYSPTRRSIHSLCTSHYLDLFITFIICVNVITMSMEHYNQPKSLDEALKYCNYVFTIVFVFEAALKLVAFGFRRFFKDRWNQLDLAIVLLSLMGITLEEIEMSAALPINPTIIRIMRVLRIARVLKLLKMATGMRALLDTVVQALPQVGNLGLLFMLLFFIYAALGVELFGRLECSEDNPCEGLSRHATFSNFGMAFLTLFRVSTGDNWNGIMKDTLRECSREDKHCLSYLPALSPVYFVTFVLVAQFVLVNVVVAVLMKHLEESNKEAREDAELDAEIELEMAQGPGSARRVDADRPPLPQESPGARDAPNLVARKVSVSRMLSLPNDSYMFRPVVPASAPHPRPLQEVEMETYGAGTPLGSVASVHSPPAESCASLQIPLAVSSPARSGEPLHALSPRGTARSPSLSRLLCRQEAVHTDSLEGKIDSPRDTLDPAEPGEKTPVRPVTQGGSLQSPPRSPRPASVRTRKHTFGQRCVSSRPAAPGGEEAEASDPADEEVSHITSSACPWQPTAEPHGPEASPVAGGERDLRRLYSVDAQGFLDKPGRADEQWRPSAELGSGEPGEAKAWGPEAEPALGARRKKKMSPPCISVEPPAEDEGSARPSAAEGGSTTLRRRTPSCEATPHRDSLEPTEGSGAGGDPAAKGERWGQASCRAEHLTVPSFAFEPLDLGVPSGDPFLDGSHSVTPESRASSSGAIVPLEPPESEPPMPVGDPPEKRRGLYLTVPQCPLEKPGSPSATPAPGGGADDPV
The depositor's hits bear a star; & = joins results of further samples. These rows are one share of the data; count on the stated rates, not on these rows.

Cav3 T inh	mol
0.00315	COc1ccc(S(=O)(=O)N(n2c(C)nnc2-n2nc(C)cc2C)S(=O)(=O)c2ccc(OC)cc2)cc1
0.199	Cc1cc(C(=O)CN2C(=O)NC3(CCCc4ccccc43)C2=O)c(C)n1C (stereo not given)
0.279	Cn1cc(S(=O)(=O)N2CCN(c3ccc(F)cc3)CC2)c(=O)n(C)c1=O
0.201	COc1cccc(OCC(=O)NC2CCCCC2)c1
0.133	CCc1[nH]c(=O)c(C#N)c2c1COC(C)(C)C2
-9.8*	CCN(CC)S(=O)(=O)c1cccc(C(=O)N[C@H](C(=O)NCc2ccc(Cl)cc2)C(C)C)c1
0.697	CCN(CCCNC(=O)CN(C)S(=O)(=O)c1ccc2c(c1)CCC(=O)N2)c1cccc(C)c1
0.422	CCOc1cc2[nH]c(=O)n(CCC(=O)N3CCN(c4ccccc4OC)CC3)c(=O)c2cc1OCC
0.506	CCOc1ccccc1N(C(=O)c1ccco1)C(C(=O)NC1CCCC1)c1cccnc1 (stereo not given)
-2.05	c1ccc(CCn2nnnc2CN2CCc3ccccc32)cc1
1.16	CC1(C)Oc2ccc(C(=O)NC3CCCC3)cc2N(CC(=O)NC2CCCC2)C1=O
-1.91	CCN(CC)CC(=O)c1ccc(-c2ccccc2)cc1
-1.72	COc1ccc(OC)c(S(=O)(=O)n2nnc3ccccc32)c1
0.369	CCOc1ccc(C(CC(=O)O)NC(=O)c2ccco2)cc1 (stereo not given)
-0.0479	C[C@@H]1NC(=O)N[C@@H]1CCCCCC(=O)O
0.00579	Cc1cc(C(C)(C)C)nc2[nH]n(-c3ccccc3)c(=O)c12
-0.914	COc1ccc(CCNC(=O)c2ccc(Cl)cc2)cc1
0.848	Cc1cccc(OCc2nnc(SCC(=O)N3CCN(c4ccccc4)CC3)o2)c1C
0.561	O=C(CCCCn1c(=O)[nH]c2ccccc2c1=O)NCCC1=CCCCC1
-1.27	OCCOCCn1c(CCNc2nc(-c3ccc(Cl)cc3)cs2)nc2cc(Cl)c(Cl)cc21
-0.718	CCCC[C@@H]1C[C@H]1[C@@H](NC(=O)c1ccccc1)c1ccccc1C(F)(F)F
0.91	Cc1c(C(=O)NCCCN2CCCC2=O)oc2ccc(S(=O)(=O)N3CCOCC3)cc12
0.00341	CCc1nc(N)c(C#N)c(-c2cccn2C)c1C
0.0404	Cc1ccc2nsnc2c1S(=O)(=O)N1CCCC1
-0.197	CC(C)Cn1c(SCc2nnc(-c3cccs3)o2)nc(O)cc1=O

Single values from above.
Cav3 T inh with `O=C(CCCCn1c(=O)[nH]c2ccccc2c1=O)NCCC1=CCCCC1` reads 0.561
Cav3 T inh with `CCN(CCCNC(=O)CN(C)S(=O)(=O)c1ccc2c(c1)CCC(=O)N2)c1cccc(C)c1` reads 0.697
Cav3 T inh with `Cc1cc(C(=O)CN2C(=O)NC3(CCCc4ccccc43)C2=O)c(C)n1C` (stereo not given) reads 0.199
Cav3 T inh with `CCc1[nH]c(=O)c(C#N)c2c1COC(C)(C)C2` reads 0.133

Among those listed so far, these contain a COOH group.
Cav3 T inh	mol
0.369	CCOc1ccc(C(CC(=O)O)NC(=O)c2ccco2)cc1 (stereo not given)
-0.0479	C[C@@H]1NC(=O)N[C@@H]1CCCCCC(=O)O

Next part.
Cav3 T inh	mol
0.484	CC(C)C[C@H](NC(=O)OC(C)(C)C)C(=O)N/N=C/c1ccc2nccnc2c1
-3.97*	O=C(CSc1nc2nc(-c3cccs3)cc(C(F)(F)F)c2c(=O)[nH]1)NCc1ccco1
-5.4*	CC12CC(NC(=O)N1c1cccc(C(=O)N3CCN(c4ccccc4)CC3)c1)c1ccccc1O2 (stereo not given)
0.372	CCOC(=O)/C=C1\NC(C)(C)Cc2cc(OC)c(OC)cc21
0.38	CCN1CCN(C(=O)CCN2C(=O)COc3ccc(C)cc32)CC1
0.232	CCn1c(CCNC(=O)c2cccs2)nnc1SCC(=O)c1ccc(OC)cc1
-1.29	CC(C)C[C@@H](CSc1ccc(Br)cc1)N1CCN(CC(C)C)CCC1=O
0.00208	COc1nc(N2CCOCC2)nc(-n2cccc2)n1
0.498	CN1CCN(C(=O)CCC(=O)c2ccc(F)cc2)CC1
-0.339	O=C(CCc1nc2ccccc2[nH]c1=O)OCC(=O)c1cccc2ccccc12
-0.0852	Cn1nc([N+](=O)[O-])c2c(-c3nc4ccccc4s3)c(N)n(C3CCCCC3)c2c1=O
-0.0186	COC(=O)CNC(=O)c1ccc(C)s1
-0.573	c1ccc2nc(-c3ccc(N4CCOCC4)cc3)ccc2c1
-0.0647	CCOCCCNC(=O)NC12CC3CC(CC(C3)C1)C2
-0.834	COCCn1c(SCC(=O)Nc2cccc(C(=O)OC)c2)nc2ccccc2c1=O
0.019&1.7	CC1(C)S[C@@H]2[C@H](NC(=O)[C@H](N)c3ccccc3)C(=O)N2[C@H]1C(=O)O
-0.0526	Cc1coc2c1c(C)cc1oc(=O)c(Cc3ccccc3)c(C)c12
-1.83	Cc1ccc(-n2nc(C(=O)N3CCOCC3)cc2-c2ccc(Cl)cc2)cc1
0.603	Cc1ccc(C)c(S(=O)(=O)NCc2ccc(C(=O)N3CCN(C)CC3)cc2)c1
-1.34	O=C(Nc1cccnc1)c1ccc(COCC(F)(F)F)cc1
-3.54	O=C(CSc1nnc(Cc2ccccc2)n1Cc1ccccc1)NCc1ccco1
-0.0771	COc1ccc(S(=O)(=O)Nc2ccc(O)c3ccccc23)cc1
-2.49	Cc1ccc2c(c1)c(C)c(C)n2CC(O)Cn1nc(C)cc1C (stereo not given)
1.16	O=C(Nc1cc(N2CCOCC2)ncn1)NC1(C(F)(F)F)Oc2ccc(Cl)cc2O1 (stereo not given)
-5.29*	O=C(CSc1cccs1)Nc1ccc2ccccc2c1
-4.33*	O=C(CCCOc1ccccc1)N1CCN(c2ccccc2)CC1
-2.3	CC(=O)NCC(=O)OCC(=O)c1ccccc1
0.476	Cc1nc(NNC(=O)c2ccccc2)cc(-c2ccccc2)n1
0.376	COc1ccc2[nH]cc(C(=O)CN3CCN(C4CCCCC4)CC3)c2c1
-0.112	CC1=CC(C)C(/C=N/n2cnnc2)C(C)C1 (stereo not given)
-0.0959	COc1ccc(S(=O)(=O)NNC(=O)c2csc(-n3nc(C)cc3C(F)(F)F)n2)cc1OC
0.0406	COC(=O)c1ccc(C)c(N(CCO)CCO)c1
0.0769	CCn1c(SCC(=O)Nc2sc3c(c2C#N)CCCC3)nnc1-c1ccncc1
-0.0497	CN1C(=O)/C(=N/OC(=O)c2ccccc2)c2ccccc21
-3.48	CCOc1ccccc1N1CC(O)=C(c2nc3ccccc3s2)C1=N
-1.46	CC(=O)Nc1ccc(S(=O)(=O)n2cnc3ccccc32)cc1
1.73	Cc1nn(CCC(=O)O)c2nc(-c3cccnc3)cc(C(F)(F)F)c12
0.0402	CCOC(=O)c1ccc2c(c1)nc(SCC(=O)c1ccco1)n2CC
0.64	Cc1cc(C)n2nc(SCN3C(=O)c4ccccc4C3=O)nc2n1
-2.83	O=C(c1ccc(Cl)cc1)c1oc2ccccc2c1CS(=O)(=O)c1ccccc1
-3.15	COc1ccc(NCc2ccc3c(c2)OCO3)cc1Cl
-6.29*	CN(C)c1oc(-c2ccccc2Cl)nc1S(=O)(=O)c1ccccc1
-0.0364	CCOC(=O)CSc1nc2cc(C)ccc2cc1C#N
-0.879	COc1cc(SC)ccc1C(=O)N(C)Cc1ccccc1
-0.249	CSc1nc(Cl)cc(N(CCO)CCO)n1
0.784	Cc1ccc(-c2ccc(/C=N/NC(=O)CN3CCCC3)o2)cc1Cl
0.137	Cc1ccc(C(=O)Nc2ccon2)cc1S(=O)(=O)N1CCCC1
-0.225	O=S(=O)(/C=C/c1ccccc1)NCCc1ccccn1
-3.05	CCOC(=O)/C(C#N)=C1/C=C(C)NC(c2ccccc2O)=N1
0.103	CC(C)(C)NC(=O)CSc1nnc(-c2ccccn2)n1-c1ccccc1

By substructure: the compounds so far with a tert-butyl group.
Cav3 T inh	mol
0.00579	Cc1cc(C(C)(C)C)nc2[nH]n(-c3ccccc3)c(=O)c12
0.484	CC(C)C[C@H](NC(=O)OC(C)(C)C)C(=O)N/N=C/c1ccc2nccnc2c1
0.103	CC(C)(C)NC(=O)CSc1nnc(-c2ccccn2)n1-c1ccccc1

Other structures.
Cav3 T inh	mol
1.8	CC(C)[C@H](NC(=O)c1ccccc1)C(=O)OCC(=O)N1CCc2ccccc2C1
-0.776	COc1ccc(-c2nnc(N(C)C(=O)C3CCCO3)s2)cc1 (stereo not given)
0.00374	COc1ccc(/C=C/C(=O)Nc2nc(C)cc(C)n2)cc1OC
2.5	CCCCC(=O)Nc1ccc(N2CCN(C(=O)CC)CC2)cc1
0.0393	O=c1c2[nH]c3ccccc3c2ncn1CCN1CCNCC1
-4.46*	Cc1ccc(NS(=O)(=O)c2cc(C(=O)NCCSC3CCCCC3)ccc2C)cc1
-0.174	Cn1nnnc1SCC(=O)N1c2ccccc2Sc2ccccc21
-0.48	COc1ccc(C)cc1-n1nnnc1SCC1CCCCO1 (stereo not given)
0.126	CC(C)OC(=O)c1cc(NC(=O)C2C3CCC(O3)C2C(=O)O)cc(C(=O)OC(C)C)c1 (stereo not given)
-0.618	CCNc1nc(NCC)nc(C(=O)NN)n1
0.498	Cc1ccc(NS(=O)(=O)c2cn(C)cn2)cc1
-0.946	COc1ccccc1NC(=O)NC1(C(=O)N2CCCCCC2)CCCCC1
-0.305	O=C1CCCCCN1C(=O)c1cccc(C(=O)N2CCCCCC2=O)c1
-0.62	COc1ccc(S(=O)(=O)N2Cc3ccccc3CC2C(=O)Nc2nccs2)cc1OC (stereo not given)
0.218	CCCn1c(-c2ccc(OC)cc2)nc2nc3ccccc3nc21
0.203	Cc1cc(C)c2c(N)c(C(=O)N3CCN(c4ncccn4)CC3)sc2n1
0.286	COc1ccc(CCCc2nnc(SCC(=O)Nc3nc(C)cs3)n2C)cc1
-0.0162	COc1ccc(C2=C(O)C(C)N(c3ccccc3)C2=N)cc1OC (stereo not given)
-1.1	Cc1cc(C)nc(NS(=O)(=O)c2ccc(Br)s2)c1
-3.94*	COc1cccc(C(=O)NC2CCN(C(=O)N3c4ccccc4Sc4ccccc43)CC2)c1
-2.64	CC(C)C(c1nnnn1C1CCCC1)N1CCc2ccccc21 (stereo not given)
-4.28	Cc1[nH]c2ccccc2c1[C@H]1[C@@H](CC#N)C1(C)C
-1.34	N#Cc1cc2c(nc1SCC(=O)N1CCCCC1)CCCCC2
0.939	CCOc1ccc(N=C(NC#N)SCC(=O)NC2CC2)cc1
-0.106	CC(C)Oc1ccc(C(=O)NC(C)(C)CO)cc1
0.661	CCn1c(=O)c2ccccc2n2c(SCC(=O)NCc3cccs3)nnc12
-2.27	CCCN1CCN(CCCNC(=O)Cn2cc3c(n2)CCCC3)CC1
0.688	O=c1[nH]snc1-c1c(Cl)cccc1Cl
-1.13	N#Cc1nc(-c2ccco2)oc1NCc1ccc(F)cc1
-0.281	O=c1/c(=C/c2cn(-c3ccccc3)nc2-c2ccc(F)cc2)sc2nc3ccccc3n12
0.899	CCOC(=O)N1CCC(Nc2c(-c3ccc(C)c(C)c3)c(=O)c2=O)CC1
0.00747	CC1Cc2nc(SCC(=O)Nc3nc4ccccc4s3)n(C)c(=O)c2S1 (stereo not given)
0.271	O=C1OCc2cccc3cccc1c23
-1.94	CCOc1cc(C)c(S(=O)(=O)N2CCCC2)cc1C
0.337	O=S(=O)(NC(=NC1CCCC1)C(F)(F)F)c1ccccc1
0.101	COc1ccccc1NC(=O)CSc1nnc(Cn2cnc3ccccc32)n1C
-0.0274	COc1ccc(OC)c(C2C(C(N)=O)=C(C)Nc3nc(CCCO)nn32)c1 (stereo not given)
-0.429	O=C(CN1CCC(n2nnc3cc(F)ccc32)CC1)N1CCc2ccccc2C1
1.46	O=C(O)c1ccc2noc(-c3ccccc3)c2c1
-0.495	O=S(=O)(NCc1ccco1)N1CCOCC1
-0.0207	Cc1cc(C(=O)Nc2c(F)cc(F)cc2Br)no1
0.539	CCC12CN3CC(CC)(CN(C1)C3c1c(O)ccc3ccccc13)C2=O (stereo not given)
1.52	COCCN1Cc2cccc(C(=O)Nc3c(C)cccc3C)c2C1=O
-0.239	Cc1ccc(NC(=O)CCC(=O)NNC(=O)c2ccco2)cc1C
-2	Clc1ccc(CO/N=C/c2c(-c3ccccc3)nc3n2CCS3)c(Cl)c1
1.28	Cn1c(=O)c2c(ncn2Cc2ccc(Cl)c(Cl)c2)n(C)c1=O
0.303	COc1ccc(/C=N/n2c(C)nnc2C)c(OC)c1OC
0.786	CCN1CCN(C(=O)CN(c2cc(OC)ccc2OC)S(C)(=O)=O)CC1
-0.609	COc1ccc(-c2nnc(N(C)C(=O)C3CCOC3)s2)cc1 (stereo not given)
0.274	Cc1c(Cl)cccc1NC(=O)CSc1nnc(CCNC(=O)OC(C)(C)C)o1

New compounds follow.
Cav3 T inh	mol
-0.399	COc1ccc(-c2nnn(CC(=O)c3ccc4c(c3)OCCO4)n2)cc1OC
0.313	O=C(NCCSCc1ccco1)c1ccc(CN2CCOCC2)cc1
-4.66*	O=C(NC(Cc1ccccc1)C(=O)OCC(=O)N1CCc2ccccc21)c1ccco1 (stereo not given)
0.582	Cc1cc(C2C(C#N)=C(N)OC3=C2C(=O)CCC3)c(C)s1 (stereo not given)
0.369	CC(=NC1CC1)c1c(-c2ccccc2)[nH]n(-c2nc3ccccc3s2)c1=O
-1.46	N#Cc1c(NC(=O)Cn2c(=O)oc3ccccc32)oc(-c2ccccc2)c1-c1ccccc1
-1.05	O=C(O)c1ccc(-n2nc(C(F)(F)F)c3c2-c2ccoc2CC3)cc1
0.209	CC(C)(C)C(=O)Nc1ccc(N2CCCC2)cc1

A portion of the results above:
Cav3 T inh	mol
-0.399	COc1ccc(-c2nnn(CC(=O)c3ccc4c(c3)OCCO4)n2)cc1OC
0.313	O=C(NCCSCc1ccco1)c1ccc(CN2CCOCC2)cc1

Assay outcomes: PubChem BioAssay, Vanderbilt High Throughput Screening Facility
